# PAD4 inh: human PAD4 inhibitors, primary screen, biochemical, fluorescence polarization, 1536-well format. AID 485272, 2010. inhibition, % at 6.36 µM. Protein-arginine deiminase type-4 (Homo sapiens), Q9UM07. recombinant PAD4, RCA probe fluorescence polarization. 0.41% of 330,000 active;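 active = percent inhibition above a cutoff equal to the mean of all tested compounds plus 3 SD, cut at about 15% in these data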;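 note: 0% = PAD4 with RCA probe and DMSO and 100% = probe without PAD4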
# MEX-5 binding: MEX-5 zinc finger RNA-binding disruptors – biochemical, C. elegans, fluorescence polarization, MLPCN library, primary screen; 0.38% of 300,000 active; activity score (negative = inhibition of binding), % at 10 µM; Zinc finger protein mex-5 (Caenorhabditis elegans), Q9XUB2; AID 1832, 2009; MEX-5/FITC-TCR2 RNA binding; hits give low values;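 active = inhibition past about -25% in most replicates, and total fluorescence under double the plate's negative control median, limit read from the data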;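 note: 0% = DMSO and -100% = 5 µM competing unlabeled TCR2 RNA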
# TPT1 inhibitor: Candida albicans TPT1 enzyme inhibitors, primary screen, biochemical, fluorescence polarization; recombinant caTPT1, FP RNA substrate dephosphorylation; inhibition, % at 5 µM; 0.81% of 300,000 active; AID 1962, 2009;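 active = inhibition above the mean of all tested compounds plus 3 SD, set per screening campaign, cut at about 24% in these data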;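 note: plate controls were DMSO alone for no effect and ferristatin control at 100 nM for full effect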
# PME-1 inh: PME-1 inhibitors via competitive probe labeling, primary screen, biochemical, fluorescence polarization, FP-Rh probe, HTS; AID 2130, 2009; recombinant PME-1; Protein phosphatase methylesterase 1 (Homo sapiens), Q9Y570; 0.53% of 320,000 active; inhibition, % at 5.9 µM;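 active = inhibition above the campaign mean of all compounds plus 3 SD, cut at about 26% in these data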;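 note: competitive labeling of PME-1 active site by serine hydrolase directed probe; 0% = PME-1 with DMSO and 100% = wells lacking PME-1 enzyme; inhibitors block probe labeling so polarization falls and inhibition rises; many of its hits are not listed in these tables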
# BCLXL inh: inhibitors of human Bcl-xL, primary screen, biochemical, fluorescence polarization, HTS; 0.7% of 320,000 active; Bcl-2-like protein 1 (Homo sapiens), Q07817; GST-Bcl-xL / FITC-Bim BH3 peptide fluorescence polarization; inhibition, % at 10.9 µM;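 active = inhibition above the mean of all tested compounds plus 3 SD, cutoff set per campaign, cut at about 30% in these data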;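 note: 0% = DMSO wells and 100% = unlabeled Bim-BH3 peptide competitor; inhibitors lower millipolarization by displacing the labeled peptide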
# Target sequence (Q07817 whole entry, looked up): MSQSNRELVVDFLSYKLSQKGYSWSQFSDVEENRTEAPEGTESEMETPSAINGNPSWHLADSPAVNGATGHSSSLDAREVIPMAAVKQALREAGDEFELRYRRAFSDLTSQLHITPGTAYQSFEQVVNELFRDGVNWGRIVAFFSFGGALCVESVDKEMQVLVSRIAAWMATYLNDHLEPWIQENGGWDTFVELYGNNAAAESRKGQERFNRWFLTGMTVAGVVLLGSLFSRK
# Fam108B counter: mouse Fam108B serine hydrolase inhibitors, primary screen, counter-screen for RBBP9 inhibitor project, biochemical, fluorescence polarization | recombinant Fam108B, FP-Rh probe fluorescence polarization | inhibition, % at 9.51 µM | 0.33% of 300,000 active | AID 1947, 2009;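 active = inhibition above the screen mean inhibition plus 3 SD, computed separately per campaign, cut at about 18% in these data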;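 note: inhibitors lower polarization as less probe binds the enzyme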
# GLD-1 TGE inh: GLD-1/TGE RNA complex disruptors, primary screen, biochemical, fluorescence polarization; Female germline-specific tumor suppressor gld-1 (Caenorhabditis elegans), Q17339; AID 2280, 2010; inhibition, % at 5.96 µM; 0.44% of 320,000 active; purified GLD-1 + fluorescein TGE RNA;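 active = percent inhibition above a per-plate cutoff, the plate mean of test compounds plus 3 SD, cut at about 30% in these data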;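 note: 0% = DMSO wells with GLD-1 and probe and 100% = wells lacking GLD-1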
# Target sequence (Q17339 whole entry, looked up): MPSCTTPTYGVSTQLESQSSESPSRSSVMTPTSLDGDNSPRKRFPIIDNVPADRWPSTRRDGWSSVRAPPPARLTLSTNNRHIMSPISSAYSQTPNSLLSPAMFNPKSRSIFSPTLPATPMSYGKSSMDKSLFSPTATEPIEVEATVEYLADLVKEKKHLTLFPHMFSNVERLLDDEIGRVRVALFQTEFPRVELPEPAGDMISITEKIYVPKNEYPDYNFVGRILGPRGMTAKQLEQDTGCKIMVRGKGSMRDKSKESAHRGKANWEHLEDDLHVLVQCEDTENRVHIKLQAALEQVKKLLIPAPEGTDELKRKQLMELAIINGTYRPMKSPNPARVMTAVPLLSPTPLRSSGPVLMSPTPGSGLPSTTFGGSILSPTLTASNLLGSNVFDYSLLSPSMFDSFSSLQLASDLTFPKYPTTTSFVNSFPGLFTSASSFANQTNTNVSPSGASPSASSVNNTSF
# MCL1-BIM inh: inhibitors of MCL1 binding to BIM-BH3, primary screen, biochemical, fluorescence polarization; GST-MCL1 / FITC-Bim-BH3 fluorescence polarization; inhibition, % at 10.9 µM; 0.68% of 320,000 active; AID 2057, 2009;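 active = inhibition above the mean inhibition of all tested compounds plus 3 SD, set per campaign, cut at about 40% in these data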;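 note: 0% = DMSO wells and 100% = unlabeled Bim-BH3 peptide control; higher means more loss of mP so more displacement of Bim peptide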
# Target sequence (Q07820 whole entry, looked up): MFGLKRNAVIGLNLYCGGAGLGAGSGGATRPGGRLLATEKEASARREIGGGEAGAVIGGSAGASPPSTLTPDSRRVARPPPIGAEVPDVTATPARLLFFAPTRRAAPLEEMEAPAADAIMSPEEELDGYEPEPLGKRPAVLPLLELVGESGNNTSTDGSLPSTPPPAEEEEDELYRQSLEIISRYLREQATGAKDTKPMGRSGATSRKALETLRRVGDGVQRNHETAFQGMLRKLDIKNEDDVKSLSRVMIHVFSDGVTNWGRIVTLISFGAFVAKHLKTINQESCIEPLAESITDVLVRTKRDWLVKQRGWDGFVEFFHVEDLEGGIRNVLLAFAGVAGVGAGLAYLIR
# GSTO1 counter: inhibitors of recombinant GSTO1, primary screen, counter-screen for RBBP9 inhibitor project, biochemical, fluorescence polarization; Glutathione S-transferase omega-1 (Homo sapiens), P78417; activity-based probe fluorescence polarization; inhibition, % at 5.96 µM; 1.1% of 300,000 active; AID 1974, 2009;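 active = inhibition above the campaign mean inhibition plus 3 SD, cut at about 35% in these data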;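 note: 0% = GSTO1-1 with DMSO and 100% = wells lacking GSTO1-1 enzyme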
# * hit, by the source's call; x = not tested or not shown. This is a subset; rates above refer to the full screens.
SMILES,PAD4 inh,MEX-5 binding,TPT1 inhibitor,PME-1 inh,BCLXL inh,Fam108B counter,GLD-1 TGE inh,MCL1-BIM inh,GSTO1 counter
Cc1cccc(N=C2NC(=O)S/C2=C\c2ccco2)c1,-8,-1.2,-2,-2,35*,0,25,42*,-3
CCOc1cc(CNc2ccc3[nH]c(=O)[nH]c3c2)ccc1OCC(=O)NC(C)(C)C,-15,-5.0,-3,3,25,-1,6,22,-1
CC(C)NC(=O)c1ccc2c3n(nc2c1)-c1ccccc1CO3,-2,2.3,-1,1,2,0,2,6,5
COc1ccc(NC(=O)C(=O)NCCN2CCN(C(=O)c3ccco3)CC2)cc1,0,-1.1,-1,1,7,-1,1,4,-3
CN1/C(=C\C(=O)COC(=O)c2nccnc2N)C(C)(C)c2ccccc21,-4,-0.7,20,-3,-11,6,-13,-6,9
O=C(CSc1ccc(C(F)(F)F)cc1[N+](=O)[O-])N1CCOCC1,-1,-0.1,1,3,4,-2,6,3,-1
CN(Cc1nccs1)C(=O)CC1C(=O)NCCN1Cc1ccc(-c2ccccc2)cc1 (configuration not stated),-7,0.3,-2,4,12,-2,6,14,17
Cc1nnc2ccc(-c3ccc(NS(=O)(=O)c4ccc(F)cc4F)cc3)nn12,-3,-2.7,-3,-1,5,4,-4,-1,-28
C=CCNC(=O)NC(=O)COC(=O)c1nc2nccc(C)n2n1,-4,0.0,-1,-4,3,3,-7,-3,-4
CCCCc1ccc(NS(=O)(=O)c2cccs2)cc1,-3,2.7,-1,5,-6,-4,6,-6,2
O=C(Nc1ccc2c3c(cccc13)CC2)c1cccc([N+](=O)[O-])c1,-2,0.9,-6,-3,0,0,2,5,0
CCCn1cc(CN2CCC(C(=O)Nc3cccc(-c4cscn4)c3)CC2)c(C)n1,3,-2.6,2,-5,-2,2,-5,-2,-7
COc1ccc(CNC(=O)C/C(C)=N/NC(=O)C(c2ccccc2)c2ccccc2)cc1,-6,1.5,-8,-7,4,-3,4,-1,0
Cn1c(SCC(=O)N/N=C/c2ccc([N+](=O)[O-])s2)nnc1-c1ccc(Cl)cc1,-5,0.3,1,14,3,13,4,10,34
COc1ccc(C(C)=O)c2c(O)cccc12,-2,-2.4,-2,-4,0,6,7,-9,11
Cc1nc(C(C)NC(=O)c2cc(COc3ccc(C)c(C)c3)on2)c(C)s1 (configuration not stated),-1,2.1,-2,1,2,1,8,-8,2
CCN1C(=O)c2cccc3c(S(=O)(=O)NC(Cc4ccccc4)C(=O)O)ccc1c23 (configuration not stated),-6,-0.7,6,-7,5,2,0,9,1
CCC(C)(c1ccc(C=O)s1)c1ccc(C=O)s1,-3,2.3,0,0,0,-5,-1,-7,3
Cc1cccc(C(=O)NCC(c2ccco2)N2CCc3ccccc32)c1 (configuration not stated),3,1.1,-5,4,2,-2,-2,7,3
COc1ccc(C(=O)CSc2nnc(CN3CCCC3)n2-c2ccc(F)cc2)c(OC)c1,2,-3.2,2,-4,-14,1,12,-19,5
O=C(OCC(=O)N1CCCC1=O)c1ccc(Cl)cc1[N+](=O)[O-],-2,0.1,1,-3,2,2,2,1,12
CCC(C(=O)NCc1ccco1)N(C(=O)CNS(=O)(=O)c1ccc(F)cc1)c1ccccc1F (configuration not stated),4,-0.4,-2,3,3,3,6,3,5
Cc1ccc(OCc2cc(C(=O)N3CCN(C)C[C@@H]3c3ccccc3)no2)cc1C,-1,-0.4,2,0,0,-4,-3,-6,-9
CCOC(=O)c1cnc(SC)nc1Oc1cccc(NC(=O)c2cccc(Cl)c2Cl)c1,-3,-0.4,-6,1,10,-4,0,3,4
CCn1cc(C(=O)OC)c(=O)c2cc(S(=O)(=O)N(C)C3CCCCC3)ccc21,-5,-1.8,2,1,-2,2,6,-4,4
CN(C)S(=O)(=O)c1cc(NC(=O)[C@H](Cc2ccccc2)N2C(=O)c3ccccc3C2=O)ccc1Cl,-1,1.1,-4,-52,4,-35,1,4,3
O=C1CC(=O)Nc2cc(S(=O)(=O)Nc3cccc(C(F)(F)F)c3)ccc2N1,0,0.6,1,-5,6,-1,2,2,12
O=C(C1=NN(c2ccccc2)C2C(=O)N(c3ccc(Cl)cc3)C(=O)C12)c1ccccc1 (configuration not stated),-2,x,33*,-1,46*,-5,23,39,-5
Cc1ccc(N(C)S(=O)(=O)c2cccc(C(=O)NCC(c3ccco3)N3CCCC3)c2)cc1 (configuration not stated),1,x,x,3,3,x,-1,5,x
Cc1cccc(NC(=S)N2CCC(C(N)=O)(N3CCCCC3)CC2)c1C,-6,-1.8,2,3,0,7,8,4,2
COc1cc(C(N)=O)cc(Cl)c1OCc1ccccc1,-2,3.3,0,-1,1,-2,-3,-2,3
O=C(Nc1ccccc1-c1ccccc1)NC1CCN(C(=O)N2CCOCC2)CC1,1,1.0,-3,1,-2,-4,2,-2,3
CNc1nc(-c2c(C)n(C)c3ccc(OC)cc23)cs1,-24,1.3,-1,-2,7,6,0,12,-5
COC(=O)c1scc(S(=O)(=O)C(C)(C)C)c1N,1,1.4,-3,-1,-1,2,0,2,8
Cc1ccc(C(C(=O)NC2CCCCC2)N(CC2CCCO2)C(=O)CCCC(=O)Nc2ccccn2)cc1 (configuration not stated),2,-0.3,-2,2,4,-1,1,0,5
Oc1ccc(-c2[nH]ncc2-c2nc3ccccc3s2)c(O)c1,3,2.2,6,-4,4,-4,-6,-4,-4
Cc1ccc(NC(=O)C2c3ccccc3Oc3ccccc32)nc1,4,0.2,0,0,1,-5,9,-4,11
Cc1sc2ncnc(NCc3ccccc3)c2c1C,2,-0.6,-2,-7,8,-2,4,11,1
CCOC(=O)c1ccccc1NS(=O)(=O)c1ccc(C)cc1,-5,1.1,3,3,3,-3,1,1,1
CC(C)Cn1c(SC(C)C(=O)NCC2CCCO2)nc2ccc(Cl)cc2c1=O (configuration not stated),-3,x,x,0,-7,x,-1,-6,x
Cc1cc(N(CC(=O)O)S(C)(=O)=O)ccc1Br,6,-1.2,-2,2,7,0,2,5,-6
CC1=NN(C(=O)COc2ccc(C)c(C)c2)C(O)(c2ccccc2)C1 (configuration not stated),-3,-0.4,-4,-5,-2,4,0,24,1
C/C(CC(=O)Nc1ccccn1)=N\NC(=O)c1cccc(C)c1,-1,-1.4,-5,-4,3,-1,1,6,1
COc1ccccc1N1C(=O)c2ccc(C(=O)Nc3ccc(F)cc3)cc2C1=O,-2,1.0,-1,-6,5,2,1,-1,-5
CCCCn1c(SCC(=O)Nc2cc(C)on2)nnc1-c1ccco1,5,1.4,0,-1,3,3,-3,-3,3
CC(=O)N1CCN(S(=O)(=O)c2cccc(C(=O)NCCc3ccc(Cl)cc3)c2)CC1,-2,-7.3,1,0,0,0,0,-2,-10
CC(C)(C)c1ccc(/C=N/NC(=S)NCc2ccccc2)cc1,5,-1.2,-3,-13,2,-4,7,7,3
O=C(c1cccc(F)c1)N1CCN=C1SCc1cccnc1,4,-0.5,1,-2,-2,-2,2,3,3
O=C(O)C/C(=C\c1cc2c(cc1Br)OCO2)c1nc2ccccc2s1,-10,-1.1,1,-1,12,0,10,12,9
Cc1[nH]c2ccc(C(=O)OC(C)C(=O)NC3CCCCC3C)cc2c1C (configuration not stated),-5,x,x,-1,2,x,-4,6,x
CC(C)(C)C(=O)Nc1ccc(N2CCN(c3ccc(C(F)(F)F)cn3)CC2)nc1,-6,-1.5,0,-7,-6,2,0,-1,-22
Cc1cccc(Oc2ncc(-c3ccc(Cl)cc3)cn2)c1C,-2,-0.5,0,0,5,-3,2,4,-5
COC(=O)CNc1cc(S(=O)(=O)N2CCCCC2)ccc1Oc1cccc(C)c1,-2,1.0,2,3,-9,-1,2,-16,0
COc1ccc(Cl)cc1S(=O)(=O)N1CCCC(C(=O)NCc2ccncc2)C1 (configuration not stated),-2,-0.1,-1,3,1,1,2,7,-1
Cc1ccc(Cl)cc1Nc1nc(-c2sc(NC(=O)c3cccc(Cl)c3)nc2C)cs1,-8,-0.6,6,-7,-3,-7,1,-11,-30
Cc1nc(N2CCN(c3ccccc3)CC2)nc2c1C(=O)CCC2,3,0.3,-2,-5,1,2,0,-3,-19
O=C(O)c1ccc(NC(=S)NC(=O)c2cccc(COc3ccccc3)c2)cc1,7,-1.9,0,-16,6,-14,-5,9,-6
Cc1ccc(C(=O)N/C(=C\c2cccc([N+](=O)[O-])c2)C(=O)Nc2cccc(C(=O)O)c2)cc1,2,-1.3,-1,0,4,5,0,10,0
Cc1ccc(Sc2ncccc2C(=O)O)c(C)c1,-1,-4.5,-3,-1,-2,-8,6,0,6
Cc1ccc(NC(=O)CNC(=O)c2ccco2)c(Cl)c1,-3,0.9,1,-3,-2,3,-11,-13,5

# The listing continues:
SMILES,PAD4 inh,MEX-5 binding,TPT1 inhibitor,PME-1 inh,BCLXL inh,Fam108B counter,GLD-1 TGE inh,MCL1-BIM inh,GSTO1 counter
COc1ccc(C(C)=O)cc1CN(c1ccccc1OC)S(=O)(=O)c1cccs1,-2,-1.9,2,4,-4,0,9,-7,0
Cc1cc(C)nc(NC2=NCCN2C(=S)Nc2ccc(C)c(C)c2)n1,-5,-2.5,-1,2,5,3,2,11,0
CC(C)NC(=O)c1ccc2c(c1)N(CC(=O)N1CCCC1)C(=O)C(C)(C)O2,-5,-1.6,1,-1,0,5,2,4,1
Cc1cccc(C)c1NC(=O)NN1C(C)CCCC1C (configuration not stated),-4,1.0,-4,-2,2,2,2,12,7
CCCCc1ccc(S(=O)(=O)Nc2ccc(C)c(NS(C)(=O)=O)c2)cc1,-4,-0.4,0,8,0,1,1,-3,2
Cc1ccc2nc(SC(C)C(=O)Nc3cccc([N+](=O)[O-])c3)[nH]c2c1 (configuration not stated),-4,-0.6,-3,6,7,0,4,5,-1
O=C(Cc1ccc(S(=O)(=O)N2CCCC2)s1)N1CCOCC1,1,1.1,-4,-1,-1,0,-2,4,-1
Cn1c(SCC(=O)N2CCOCC2)nnc1-c1ccccc1,3,-0.4,-4,-2,-8,-1,-5,-11,3
COc1cc(SC)ccc1C(=O)N1CCN(c2ccccc2F)CC1,3,0.4,-1,-7,7,-6,4,12,2
S=c1[nH]nc(Cc2ccccc2)n1Cc1ccco1,0,1.8,-5,9,-10,-1,3,-11,-3
Cn1c(=O)c2c(nc3sccn32)n(C)c1=O,-4,1.3,-1,2,1,3,6,0,-3
COC(=O)NC(=S)N1CCOCC1,-5,-0.8,2,-1,-2,4,5,7,6
CCOc1ccc(NC(=O)COC(=O)CCCc2c[nH]c3ccccc23)cc1,0,1.4,-3,3,-6,6,19,1,-5

# Compound activity deposited in PubChem BioAssay by several laboratories.
